Assay outcomes as filed in PubChem.
GPR35 antagonists: GPR35 antagonists blocking zaprinast-driven arrestin recruitment, primary screen, imaging, U2OS, beta-arrestin-GFP, zaprinast agonist (AID 2058) | G-protein coupled receptor 35 (Homo sapiens) | U2OS GPR35 beta-arrestin-GFP translocation imaging, zaprinast antagonism; higher % means a stronger effect | one-dose inhibition, % at 10 µM; IC50 in µM for titrated hits | 0.052% of 290,000 active;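 active = inhibition of at least 50% with at least 30 cells and total cytoplasm GFP at most 10,000,000; inconclusive = under 30 cells or total GFP of 10,000,000 plus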
Yfh1-depleted yeast: enhancers of respiration in Yfh1-depleted yeast, dose response, Friedreich's ataxia, plus single-dose screen (AID 1465) | S. cerevisiae Yfh1-off respiration, WST-1 reduction, 72 h; higher fold induction means a stronger effect | one-dose fold induction at 50 µM; EC50 in µM for titrated hits | 0.074% of 220,000 active;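 active = fold induction of absorbance versus untreated yeast above a set limit, then at least 30% activation at any dose in follow-up; inconclusive = repeats straddling the limit, or above it without dose testing; inactive = fold induction below the set limit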;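 also: activators that raise dye reduction in frataxin-depleted yeast; strong numbers were not always called active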
GPR55 activation: GPR55 agonists via beta-arrestin recruitment, primary screen, imaging, U2OS cells, beta-arrestin-GFP redistribution (AID 1961); activation, % at 10 µM; hits with a dose series show EC50 in µM; G-protein coupled receptor 55 (Homo sapiens); 0.048% of 290,000 active; U2OS GPR55 beta-arrestin-GFP redistribution imaging; higher % means a stronger effect;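 active = activation above 40% with more than 50 cells counted in the well; inconclusive = wells holding fewer than 50 cells, flagged as toxic or sparse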;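 also: U2OS osteosarcoma cells stably expressing GPR55 and beta-arrestin-GFP; plate controls were DMSO negative control for no effect and LPI positive control for full effect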
NTR1 ag: agonists of NTR1, primary screen, imaging, U2OS cells, beta-arrestin-GFP, high content (AID 493036) | Neurotensin receptor type 1 (Homo sapiens), P30989 | NTR1-U2OS beta-arrestin-GFP spot imaging, agonist mode | activation, % at 20 µM | 0.17% of 330,000 active;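 active = activation at or above 40% of the spot to cytoplasm intensity ratio, with at least 20 cells analyzed; inconclusive = wells under 20 cells, flagged as cytotoxic or low count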;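 also: 0% = DMSO without peptide and 100% = 100 nM NTR1 peptide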
Target sequence (P30989 whole entry, looked up): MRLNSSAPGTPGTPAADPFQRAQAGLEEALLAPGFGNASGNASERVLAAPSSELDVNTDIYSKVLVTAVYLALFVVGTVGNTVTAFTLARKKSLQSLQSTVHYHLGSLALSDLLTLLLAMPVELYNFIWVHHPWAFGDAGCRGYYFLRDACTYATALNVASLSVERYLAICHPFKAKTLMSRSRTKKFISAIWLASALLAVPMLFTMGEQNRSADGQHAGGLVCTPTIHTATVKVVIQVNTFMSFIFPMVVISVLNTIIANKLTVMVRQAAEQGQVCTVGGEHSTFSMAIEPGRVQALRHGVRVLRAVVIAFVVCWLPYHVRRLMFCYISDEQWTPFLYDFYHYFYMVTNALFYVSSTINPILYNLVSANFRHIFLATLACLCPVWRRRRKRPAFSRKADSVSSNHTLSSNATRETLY
SV40 large T antigen: SV40 large T antigen inhibitors, biochemical (AID 1903); inhibition, % at 20 µM, or IC50 in µM where a hit was titrated; 0.39% of 310,000 active; SV40 large T antigen ATPase/helicase inhibition assay; higher % means a stronger effect; in the data active = a potency from the dose series; inconclusive = inhibition mostly from about 32% at the one dose, without a potency; inactive = the rest, 99 in 100 with inhibition below about 32%; also: strong numbers were not always called active
GPR55 LPI antagonism: GPR55 antagonists blocking LPI-driven arrestin recruitment, primary screen, imaging, U2OS, beta-arrestin-GFP, LPI agonist (AID 2013); G-protein coupled receptor 55 (Homo sapiens); inhibition, % at 10 µM; hits with a dose series show IC50 in µM; U2OS GPR55 beta-arrestin-GFP translocation imaging, LPI antagonism; higher % means a stronger effect; 0.13% of 290,000 active;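 active = spots per cell inhibited over 60%, with over 100 cells counted and total cytoplasm intensity under 500,000; inconclusive = wells with under 100 cells, flagged as likely toxic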;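 also: U2OS cells stably carrying GPR55 and arrestin-GFP stimulated by 5 µM LPI near EC80; imaged beta-arrestin-GFP aggregate spots per cell after agonist stimulation; plate controls were LPI-stimulated DMSO wells for no effect and DMSO wells without LPI for full effect; some results filed as inactive read as strong as hits; confirmed hits need IC50 under 10 µM and bright autofluorescent wells are also inconclusive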
Dengue-2 NS5 capping: Dengue-2 NS5 methyltransferase inhibitors, primary screen, biochemical, confirmation dose response (AID 588689). Genome polyprotein (Dengue virus type 2 (strain 16681-PDK53)). Dengue-2 NS5 methyltransferase capping enzyme assay, biochemical; higher % means a stronger effect. inhibition, % at 25 µM; hits with a dose series show IC50 in µM. 0.3% of 340,000 active; in the data active = a potency from the dose series; inconclusive = inhibition above about 29% without an active follow-up result
AID2073: inhibitors of Mint1-CaV2.2 protein interaction, biochemical, HTRF (AID 2073) | Voltage-dependent N-type calcium channel subunit alpha-1B (Homo sapiens) | 0.19% of 290,000 active | HTRF protein-protein interaction, Mint1-CaV2.2; higher % means a stronger effect | one-dose inhibition, % at 20 µM; IC50 in µM for titrated hits; in the data active = inhibition mostly above about 51%, no sharp cut-off; inconclusive = no clear call, values can overlap the other calls; inactive = mostly below about 53%; also: some results filed as inactive read as strong as hits
MgcRacGAP inhibition: MgcRacGAP GTPase-activating activity inhibitors, confirmation, biochemical, ADP Hunter fluorescence; Rac GTPase-activating protein 1 (Homo sapiens); MgcRacGAP-stimulated Rac1 GTP hydrolysis, ADP Hunter fluorescence; higher % means a stronger effect; GST-tagged Rac1 F28L mutant substrate; one-dose inhibition, % at 30 µM; IC50 in µM for titrated hits; 0.6% of 340,000 active; AID 624330, 2012;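 active = first-screen hits whose inhibition reached a set limit at any dose in the follow-up dose series; inconclusive = inhibition above the set first-screen limit but never retested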;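 also: fluorescence reports GDP produced by GAP-driven GTP hydrolysis; strong numbers were not always called active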
NTR1 ag cell count 20 µM: further read-out of NTR1 ag, marked with its call; cell count; measured here: cell count, cytotoxicity flag
* marks the source's active call; other numbers are inactive results; i = inactive; u = inconclusive; x = not tested or not shown.

SMILES	GPR35 antagonists	Yfh1-depleted yeast	GPR55 activation	NTR1 ag	NTR1 ag cell count 20 µM	SV40 large T antigen	GPR55 LPI antagonism	Dengue-2 NS5 capping	AID2073	MgcRacGAP inhibition
CN(C)CCCN(C(=O)CCS(=O)(=O)c1ccccc1)c1nc2cc3c(cc2s1)OCO3	8%	x	0.3%	27	45	11%	14%	-10%	-17%	-4%
Clc1ccc(N=c2ssnc2Cl)nc1	24%	i	-0.1%	18	43	u	11%	5%	38%	12%
Cc1ccc(S(=O)(=O)N(C)Cc2nc(-c3ccccn3)no2)cc1	2%	i	-0.1%	23	88	-2%	13%	-9%	-4%	3%
CCOC(=O)c1c(N)c(C#N)cn1-c1ccccc1	4%	i	-0.2%	-0.1	62	9%	6%	0%	-14%	6%
C=CCn1c2ccccc2c2nnc(SCC(=O)Nc3c(C)n(C)n(-c4ccccc4)c3=O)nc21	-1%	i	-0.1%	x	x	8%	14%	-2%	-7%	14%
Cc1ccccc1C(=O)Nc1cccc(-c2cn3ccccc3n2)c1	6%	i	-0.1%	2.0	40	6%	1%	x	-4%	x
COc1ccc(C)cc1-n1nnnc1SCc1cn2ccsc2n1	-15%	i	-0.2%	-0.5	54	-2%	4%	-6%	4%	7%
COc1ccc(Cl)cc1C(=O)Nc1ccc2c(c1)OCCO2	8%	x	-0.1%	-0.4	57	13%	4%	-8%	11%	7%
COc1cc(N2CCCC2)c(OC)cc1/C=C(/C#N)c1cccc(F)c1	30%	i	4.2%	x	x	6%	-3%	-52%	-4%	10%
CCOc1ccc(CN2CCNC(=O)C2CC(=O)NCCc2nc(C)c3c(n2)CCC3)cc1 (stereo not drawn)	9%	x	-0.2%	-0.9	64	x	2%	9%	0%	8%
O=C(COc1ccccc1Cl)Nc1cccnc1	6%	i	-0.1%	-0.9	38	8%	1%	-2%	11%	-14%
Cc1ccc(-c2nnnn2-c2ccc(C)cc2)cc1	-13%	i	-0.3%	-0.3	51	-1%	0%	x	-14%	5%
CCC(C)(C)NC(=O)C(c1ccccc1)N(C(=O)c1csnn1)C1CC1 (stereo not drawn)	-6%	i	0.2%	-1.0	82	3%	0%	-6%	5%	-2%
Cc1noc(C)c1CSc1ccccc1C(=O)OC(C)C(N)=O (stereo not drawn)	-3%	x	-0.1%	-0.8	53	6%	-8%	1%	11%	3%
COc1cc(C(=O)NCc2nnc(SCC(=O)Nc3cccc(C)c3)o2)cc(OC)c1OC	6%	i	-0.1%	-2.2	52	x	-2%	-12%	3%	-2%
CCOc1ccc(N(Cc2cc3cc(OC)ccc3[nH]c2=O)C(=O)C2CCCO2)cc1 (stereo not drawn)	1%	i	-0.2%	-1.0	48	-2%	3%	-1%	-3%	6%
CCNC(=O)COC(=O)c1cc(C)nc2ccccc12	2%	i	-0.4%	-0.6	53	-3%	8%	-3%	1%	14%
C=CCSc1nc2sc(C)c(C)c2c(=O)n1N	2%	i	0.4%	0.6	45	11%	-5%	-4%	-6%	2%
Cc1ccc2nc(NC(=O)CN3C(=O)NC4(CCCCC4)C3=O)sc2c1	x	x	x	-1.6	48	12%	x	-3%	x	1%
O=C(Cc1ccc(Cl)cc1)NCCCn1ccnc1	11%	i	-0.3%	0.7	50	1%	4%	-10%	3%	6%
Cc1ccccc1C(=O)NNC(=S)Nc1cccc(C(F)(F)F)c1	-3%	i	-0.3%	-0.4	47	28%	3%	2%	-14%	8%
O=C(Cc1ccc(-c2ccccc2)cc1)NC1CCCC1	-9%	i	0.9%	1.6	62	29%	7%	-3%	0%	9%
CC(C)C(NS(=O)(=O)c1ccccc1)C(=O)N1CCCC1 (stereo not drawn)	0%	x	0.4%	-0.6	44	10%	x	-3%	8%	-1%
CC/S(=N\S(=O)(=O)c1ccc(C)cc1)c1ccccc1 (stereo not drawn)	-1%	i	0.5%	1.4	51	5%	2%	-8%	48%	8%
O=C(O)c1cc(O)ccc1NC(=O)C1CCCO1 (stereo not drawn)	4%	x	-0.1%	-0.5	65	-1%	10%	-1%	10%	4%

Next part.
SMILES	GPR35 antagonists	Yfh1-depleted yeast	GPR55 activation	NTR1 ag	NTR1 ag cell count 20 µM	SV40 large T antigen	GPR55 LPI antagonism	Dengue-2 NS5 capping	AID2073	MgcRacGAP inhibition
Nc1nc(CN2CCN(c3ccccc3)CC2)nc(N2CCCc3ccccc32)n1	-3%	i	-0.3%	-0.4	93	8%	-6%	2%	11%	0%
Cc1nn(Cc2noc(C(=O)NCCCn3ccnc3)n2)c(C)c1Br	28%	x	0.3%	-0.3	39	1%	2%	-2%	10%	-3%
O=C(CCC(=O)N(CC(=O)NC1CCCC1)c1ccc(F)cc1)Nc1nccs1	17%	x	1.2%	1.7	45	6%	15%	-16%	7%	3%
Cc1cc(OCC(=O)N2CCN(c3cccc(Cl)c3)CC2)c2c(C)c(C)c(=O)oc2c1	8%	x	-0.1%	16	65	10%	1%	-4%	6%	7%
CC(=O)Nc1cccc(C(=O)Nc2ccc(S(=O)(=O)N3CCCCC3)cc2)c1	x	x	x	0.6	55	6%	x	1%	x	7%
CCOC(=O)N1CCN(S(=O)(=O)c2ccc(OCC(=O)OC)c(C)c2)CC1	6%	i	-0.5%	0.9	86	1%	8%	-2%	8%	0%
COCCN(C(=O)COC(=O)/C=C/c1ccco1)c1c(N)n(Cc2ccccc2)c(=O)[nH]c1=O	-3%	x	-0.1%	-0.4	54	-5%	-4%	-6%	8%	6%
CN(C)c1ccc(/C=C(\C#N)c2ccccc2)cc1	13%	i	0.2%	x	x	x	-2%	-1%	1%	5%
Cc1ccc(/C=N/NC(=O)c2ccc(NC(=O)c3ccccc3Cl)cc2)o1	22%	x	0.0%	-2.5	56	6%	15%	-3%	4%	8%
c1ccc2c(c1)CCN(C1=Nc3cccc4cccc1c34)C2	11%	i	0.9%	4.7	93	3%	15%	11%	39%	11%
Cc1cnnc2ccc3c(no[n+]3[O-])c12	0%	i	-0.3%	1.2	65	32%	25%	19%	-9%	10%
CC(=O)N1c2ccc(S(=O)(=O)NCC3CCC(C(=O)Nc4cc(C)ccn4)CC3)cc2CC1C (stereo not drawn)	-9%	x	-0.1%	2.6	52	9%	18%	4%	3%	16%
COc1ccc(C2Nc3ccccc3C(=O)N2Cc2ccccc2)cc1 (stereo not drawn)	3%	x	-0.1%	2.0	60	3%	6%	-4%	16%	7%
NS(=O)(=O)c1cc(C(=O)OCC(=O)Nc2ccc(Cl)cc2[N+](=O)[O-])ccc1Cl	1%	i	-0.1%	4.3	68	23%	6%	-4%	10%	4%
O=C(NC1CCOc2ccccc21)c1ccccn1 (stereo not drawn)	1%	x	-0.2%	-1.8	40	-1%	9%	-2%	0%	9%
COC(=O)c1c[nH]n2c(=O)c(Cl)c(C)nc12	2%	i	-0.1%	-1.0	60	11%	6%	1%	-5%	3%
CC(C)CNC(=O)CN1c2cccc3cccc(c23)S1(=O)=O	-8%	x	0.2%	0.3	52	3%	8%	-8%	9%	-1%
CC1Cc2ccccc2N1C(=O)CN1C(=O)NC(C)(c2ccc3c(c2)OCCO3)C1=O (stereo not drawn)	-5%	i	0.3%	0.0	80	7%	-6%	-3%	6%	7%
CCCCCCc1cc2cc(-c3nnc(-c4ccccc4O)o3)c(=O)oc2cc1O	-5%	i	-0.3%	-0.3	83	7%	1%	u	-9%	5%
CCOC(=O)N1CCN(c2c(NCc3ccccc3Cl)c(=O)c2=O)CC1	-5%	i	-0.1%	-0.9	50	13%	0%	6%	-2%	2%
COc1cccc(-c2cc(C(=O)N3CCN(Cc4ccc5c(c4)OCO5)CC3)on2)c1	-2%	x	-0.3%	1.8	58	x	-1%	-4%	10%	3%
COCC(=O)Nc1cc(C(=O)Nc2cccc(C)c2C)ccc1Cl	-6%	i	0.0%	-0.6	63	4%	24%	1%	-4%	3%
Cc1c(Cl)cccc1NC(=O)Nc1ccc(C(=O)N2CCCC2)cc1	4%	i	-0.3%	-0.1	87	4%	-2%	-26%	7%	2%
Cc1ccc(NS(=O)(=O)c2cc3c4c(cccc4c2)C(=O)NC3=O)cc1C	-6%	i	-0.1%	-0.5	75	22%	1%	20%	7%	12%
COc1cccc2c(N/N=C/c3ccco3)cc(C)nc12	4%	i	0.2%	0.5	39	13%	9%	-11%	-10%	8%

Remaining list, next part.
SMILES	GPR35 antagonists	Yfh1-depleted yeast	GPR55 activation	NTR1 ag	NTR1 ag cell count 20 µM	SV40 large T antigen	GPR55 LPI antagonism	Dengue-2 NS5 capping	AID2073	MgcRacGAP inhibition
COc1cccc(NC(=O)Nc2cc(C(=O)O)ccc2C)c1	5%	i	-0.1%	1.0	27	21%	-9%	-7%	16%	6%
CCC(=O)N(CCC(Cc1ccccc1)c1ccc2c(c1)OCO2)Cc1ccccc1F (stereo not drawn)	5%	x	0.2%	7.2	65	-3%	41%	-6%	4%	5%
CCCCN1C(=S)SC(C)(C)C1/[N+]([O-])=C/c1cccnc1 (stereo not drawn)	3%	i	-0.1%	-1.6	58	2%	4%	-1%	1%	14%
CC(C)CC(NC(N)=O)C(=O)Nc1ccc(Oc2ccccc2)cc1 (stereo not drawn)	-13%	i	0.1%	-1.3	26	13%	-11%	-1%	-14%	7%
CCC1(C)OC(=O)N2CCc3c(C)[nH]c4c(C)ccc(c34)C21C (stereo not drawn)	5%	i	0.2%	-0.6	56	16%	-6%	1%	0%	10%
CCCC(=O)Nc1nc2ccc(S(N)(=O)=O)cc2s1	4%	i	-0.1%	-0.2	86	1%	2%	-1%	-5%	5%
CCOc1ccc2[nH]c(=O)c(CN(CCO)C(=O)c3ccc(F)cc3)cc2c1	-4%	i	0.0%	-0.4	37	7%	2%	8%	13%	16%
CN1C(=O)c2ccc(Oc3ccccc3)cc2C1=O	x	x	x	0.6	44	17%	x	2%	x	10%
CC(C)NS(=O)(=O)c1ccc(NC(=O)C2CC3C=CC2C3)cc1 (stereo not drawn)	-10%	i	0.6%	0.3	32	11%	12%	-11%	-5%	6%
